Assay outcomes: PubChem, Sanford-Burnham Center for Chemical Genomics
HKDC1 inh – HKDC1 hexokinase inhibitors, primary screen, biochemical, fluorescence, uHTS. Q2TB90. recombinant HKDC1, G6PDH/diaphorase resazurin coupled fluorescence. inhibition, % at 20 µM. actives 0.16% (n = 340,000). AID 493160, 2011;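 active means inhibition above about 35% when tested at 20 µM, limit read from the data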;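 further: plate controls were DMSO wells with enzyme for no effect and DMSO wells lacking enzyme for full effect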
Target sequence (Q2TB90 whole entry, looked up): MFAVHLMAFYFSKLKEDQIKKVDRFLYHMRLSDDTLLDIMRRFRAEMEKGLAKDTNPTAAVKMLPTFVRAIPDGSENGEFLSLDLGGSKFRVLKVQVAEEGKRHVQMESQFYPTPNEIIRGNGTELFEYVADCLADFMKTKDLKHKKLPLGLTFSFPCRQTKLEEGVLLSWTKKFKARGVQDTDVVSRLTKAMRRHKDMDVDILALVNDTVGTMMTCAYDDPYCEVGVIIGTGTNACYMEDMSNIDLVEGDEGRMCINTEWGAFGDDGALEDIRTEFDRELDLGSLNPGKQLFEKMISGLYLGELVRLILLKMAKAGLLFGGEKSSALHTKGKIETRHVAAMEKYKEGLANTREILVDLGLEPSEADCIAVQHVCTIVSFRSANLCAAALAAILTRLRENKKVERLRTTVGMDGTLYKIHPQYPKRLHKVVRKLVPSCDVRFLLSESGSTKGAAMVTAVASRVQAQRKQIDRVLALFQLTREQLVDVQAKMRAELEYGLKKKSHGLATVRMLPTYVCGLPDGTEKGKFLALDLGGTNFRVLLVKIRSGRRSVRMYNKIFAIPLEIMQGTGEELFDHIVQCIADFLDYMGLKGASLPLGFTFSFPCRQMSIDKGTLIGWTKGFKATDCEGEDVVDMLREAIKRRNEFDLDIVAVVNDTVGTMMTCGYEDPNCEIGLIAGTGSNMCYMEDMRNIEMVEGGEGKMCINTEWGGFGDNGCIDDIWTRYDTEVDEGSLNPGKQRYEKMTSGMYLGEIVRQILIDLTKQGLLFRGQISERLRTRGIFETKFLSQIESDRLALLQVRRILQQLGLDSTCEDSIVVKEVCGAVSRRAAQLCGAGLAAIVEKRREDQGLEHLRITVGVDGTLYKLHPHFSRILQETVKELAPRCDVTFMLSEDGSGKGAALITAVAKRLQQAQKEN
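Incubation: 90 min at room temperature in dark / Material: recombinant HKDC1 (HK5) hexokinase enzyme, produced in-house / Quantity: enzyme 5 µg/mL final / Compound: one dose of 20 µM, 1% DMSO / Reagent: glucose and ATP substrates / Buffer or medium: Tris pH 8.0 buffer with MgCl2, Tween-20, BSA, BME / Technique: resorufin fluorescence at 613 nm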
hIAP act – human IAP activators, primary screen, biochemical, luminescence, uHTS | actives 0.16% (n = 330,000) | activation factor at 10 µM | purified human IAP, CDP-Star luminescence, 30 min; active compounds read high; 1 = vehicle-only enzyme, 0 = enzyme-free background | Intestinal-type alkaline phosphatase (Homo sapiens), P09923 | AID 2524, 2010;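 active means activation factor of the enzyme at least 2-fold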; further: the source names both 10 and 20 µM as test concentration; values of inactives mirror those of a sister screen read the other way
mIAP activ – activators of mouse IAP, primary screen, biochemical, luminescence, uHTS; intestinal alkaline phosphatase [Mus musculus]; muIAP, CDP-Star luminescence, 30 min; active compounds read high; 1 = vehicle-only enzyme signal, 0 = enzyme-free wells; activation factor at 10 µM; actives 0.24% (n = 330,000);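 active means activation factor of at least 2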; further: the source names both 10 and 20 µM as test concentration; values of inactives mirror those of a sister screen read the other way
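System: mouse IAP enzyme. Reagent: CDP-Star chemiluminescent phosphatase substrate. Benchmarks: DMSO wells, no-enzyme wells. Times: 30 min enzyme-substrate-compound incubation at room temperature. Detection: luminescence from enzymatic CDP-Star hydrolysis. Doses: test compounds delivered from DMSO solution.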
PfGluPho inh – PfG6PD enzyme inhibitors, primary screen, biochemical, fluorescence intensity, uHTS; actives 0.78% (n = 350,000); glucose-6-phosphate dehydrogenase-6-phosphogluconolactonase (Plasmodium falciparum 3D7); inhibition, % at 20 µM; AID 504690, 2011; PfGluPho enzyme, NADPH resazurin-diaphorase fluorescence;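 active means inhibition reaching at least a set limit at 20 µM in the primary screen, cut at about 59% in these data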;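 further: 0% = DMSO wells with substrate and 100% = DMSO wells lacking glucose-6-phosphate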
A3A deaminase – APOBEC3A ssDNA deaminase inhibitors, primary screen, selectivity assay for APOBEC3G inhibitor project, biochemical, FAM/TAMRA oligo cleavage fluorescence; actives 0.41% (n = 330,000); DNA dC->dU-editing enzyme APOBEC-3A (Homo sapiens), P31941; inhibition, % at 20 µM; recombinant A3A, FAM/TAMRA ssDNA deamination fluorescence;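 active means at least 40% inhibition at 20 µM here, with at most 30% in a related deaminase screen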;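 further: plate controls were A3A with DMSO for no effect and wells lacking A3A enzyme for full effect; some results filed as inactive read as strong as hits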
ATG4B inh – ATG4B protease inhibitors, primary screen, biochemical, fluorescence, uHTS; inhibition, % at 8.33 µM; AID 504462, 2011; ATG4B cleavage of LC3-PLA2, NBD-HPC fluorescence, 1 h; actives 0.51% (n = 340,000); in the data active means inhibition above about 40%
hIAP block – human IAP inhibitors, primary screen, biochemical, luminescence, uHTS. Intestinal-type alkaline phosphatase (Homo sapiens), P09923. purified IAP, CDP-Star luminescence, 30 min. inhibition, % at 10 µM. actives 0.12% (n = 330,000). AID 2544, 2010;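 active means inhibition reaching a set limit with compound at 10 µM in the primary screen, cut at about 35% in these data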;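 further: plate controls were DMSO wells with enzyme for no effect and no-enzyme buffer wells for full effect; values of inactives mirror those of a sister screen read the other way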
mIAP inh – inhibitors of mouse IAP, primary screen, biochemical, luminescence, uHTS. intestinal alkaline phosphatase [Mus musculus]. purified mouse IAP, CDP-Star luminescence, 30 min. AID 2806, 2010. actives 0.2% (n = 330,000). inhibition, % at 10 µM;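 active means inhibition of at least 40% at 10 µM in the primary screen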;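 further: plate controls were DMSO with enzyme for no effect and no enzyme wells for full effect; values of inactives mirror those of a sister screen read the other way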
* = called active by the depositor.

HKDC1 inh	hIAP act	mIAP activ	PfGluPho inh	A3A deaminase	mol	ATG4B inh	hIAP block	mIAP inh
0	0.87	0.91	-1	-2	C#CCOCCOCCOCCNc1nc(N2CCN(C(=O)[C@H](CC(N)=O)n3cc([C@@H](N)C(C)C)nn3)CC2)nc(N2CCN(C(=O)[C@H](CC(N)=O)n3cc([C@@H](N)C(C)C)nn3)CC2)n1	-9	13	9
0	1.2	0.78	-3	-3	O=C(CN1C(=O)/C(=C/c2cccc(Br)c2)SC1=S)Nc1cccnc1	0	-15	22
3	1	0.95	13	0	CC(C)c1ccc(NC(=O)CSc2n[nH]c(=O)n2Cc2ccco2)cc1	-10	-2	5
-4	1.1	1	-10	4	CCC(C)NCCOCCOc1ccc(Cl)c(C)c1C (stereo not given)	9	-10	0
-2	1.2	0.89	-7	-2	CN1CCN(C2=C(Cl)C(=O)N(Cc3ccccc3)C2=O)CC1	-5	-16	11
-7	0.81	1.1	-8	-1	CN(CC(=O)OCC(=O)NCc1ccccc1)S(=O)(=O)c1ccc(Cl)cc1	-8	19	-12
-2	0.91	0.9	-3	-6	Cc1ccsc1/C=N/Nc1ccc(C(=O)O)cc1	3	9	10
-1	1.2	1	-9	1	O=C(COC(=O)c1nc(Cl)ccc1Cl)c1ccc(Cl)s1	0	-15	-2
-2	0.94	1	0	-3	N#Cc1ccccc1OCC(=O)NNC(=O)c1ccncc1	2	6	-3
-10	1.1	1.1	16	-2	Cc1cc(C(=O)N2CCCC(C(=O)c3cccc(C(F)(F)F)c3)C2)nc(C)n1 (stereo not given)	19	-9	-6
36*	0.94	0.87	59	-1	Cc1cccc2c(N=NC(=O)c3ccc(NS(=O)(=O)c4cccs4)cc3)c(O)[nH]c12	-4	6	13
5	0.77	0.94	11	0	Cc1cccc(Nc2nc(N3CCCC3)nc(N3CCCC3)n2)c1	21	23	6
1	0.94	1	-10	-1	COc1cccc(OC)c1C(=O)NC(C)C12CC3CC(CC(C3)C1)C2 (stereo not given)	-19	6	-1
-1	0.94	1.1	89*	-2	[O-]/[N+](=C\c1ccco1)c1ccc(Cl)cc1	-5	6	-5
-1	0.94	0.8	15	-3	CCOP(=O)(OCC)C(Nc1ccccc1)c1ccccc1C(F)(F)F (stereo not given)	-13	6	20
0	0.78	0.94	-36	4	CCN(CC)S(=O)(=O)c1cc(C(=O)O)ccc1Cl	-4	22	6
3	0.87	1	-14	-4	COC(=O)c1ccc(NC(=O)N2CCC(O)(c3cccnc3)CC2)cc1	-1	13	-3
-2	0.87	1.1	14	-3	CC1=C(C)C(OCCCl)N(c2cc(O)c(Cl)cc2F)C1=O (stereo not given)	-6	13	-5
-7	0.92	0.99	-3	3	CCOC(=O)c1cc(S(=O)(=O)NCc2ccc3c(c2)OCO3)cn1C	17	8	1
-2	0.94	1	6	-3	COc1ccc(C(C)=O)cc1COC(=O)CCC(=O)c1cccs1	2	6	-2
5	0.79	0.93	-15	2	COC(=O)c1cn(NC(=O)c2cc([N+](=O)[O-])ccc2F)c(=O)c2ccccc12	12	21	7
-6	0.95	0.91	0	6	CCOc1ccc(CN(C(=O)c2oc3ccccc3c2C)C2CCS(=O)(=O)C2)cc1 (stereo not given)	-4	5	9
19	0.88	1.8	7	-3	COc1cccc(NC(=O)NC2CCN(Cc3nnnn3Cc3ccc(F)cc3)CC2)c1	-5	12	-82
-7	1	0.85	7	-3	N/C(=N\c1nc2c(c(=O)[nH]1)CCCC2)Nc1ccccc1	-10	-4	14
4	0.98	1	15	1	Oc1ccc(Cl)cc1-c1cc(-c2cccc(Br)c2)n[nH]1	1	2	-1
-24	0.89	0.84	46	-3	CCN(CC)C(=S)Sc1c(-c2ccccc2)c2cc(Cl)ccc2[nH]c1=O	-7	11	16
-5	0.94	0.91	-10	-19	O=C(Cn1cnc2ccc(Cl)cc2c1=O)c1cccs1	-7	6	9
-9	0.93	1	-8	4	COc1ccc(CCNC(=O)C2CCN(S(=O)(=O)N3CCCCCC3)CC2)cc1OC	6	7	-2
-10	0.81	0.94	-8	-2	O=C(Nc1ccccc1)c1ccc(NCCN2C(=O)CCC2=O)c([N+](=O)[O-])c1	-7	19	6
-10	1.2	1.1	-22	-15	O=C(CSc1nnc2ccccn12)NCCN1C(=O)CSC1=O	-7	-20	-12
-4	0.9	0.93	-1	1	Cc1ccc(-c2csc(N(CCc3ccccc3)C(=O)COc3ccccc3)n2)cc1	1	10	7
-2	1.1	1	-1	6	CN(C)CC(C)(C)CN=Cc1c(O)[nH]c2ccccc12	-2	-11	-3
-5	1.2	0.97	-13	-5	c1ccc(Cn2nnc3c(N4CCCC4)ncnc32)cc1	4	-20	3
3	1.1	1	14	1	CCOc1cc(/C=C2/C(=N)N3OC(C)=CC3=NC2=O)ccc1OC(=O)c1ccco1	-3	-8	0
-4	0.97	0.96	-2	-3	CC(C)(C)c1ccc(OCC(=O)NCCN2CCOCC2)cc1	-2	3	4
-4	0.91	1.1	3	-3	CCn1c(CNc2ccc(Cl)cc2)nnc1SCc1ccccc1	-17	10	-10
3	1	0.91	-4	-3	COC(=O)CNC(=O)C1CCC(CNS(=O)(=O)c2cccc3nsnc23)CC1 (stereo not given)	0	-2	9
-12	0.94	0.97	14	42*	CC(=O)OCC[n+]1c(C)n(-c2ccccc2)c2ccc(Cl)cc21	6	6	3
19	0.76	0.82	16	1	O=[N+]([O-])c1ccc(N2CCN(S(=O)(=O)c3ccccc3)CC2)cc1NCC1CCCO1 (stereo not given)	-2	24	18
2	0.99	0.98	7	5	Cc1ccc(-c2cc(C(=O)NCC3CCCO3)no2)cc1 (stereo not given)	-5	1	2
0	0.92	0.96	2	-1	CC1CCC2C(=O)N(c3cccc(C(=O)Nc4ccccc4Cl)c3)C(=O)C2C1 (stereo not given)	6	8	4
-3	1.3	1.1	-17	0	CCC(=O)Nc1nc2ccccc2n1Cc1ccccc1Cl	8	-28	-9
5	0.9	0.93	-19	1	CCOC(=O)c1ccccc1NC(=O)CSc1nc2ccccc2c(=O)[nH]1	7	10	7
-3	1.1	0.99	-4	-4	COc1ccc(C(=O)NC2CCCc3c2cnn3-c2ccccc2F)cc1OC (stereo not given)	1	-10	1
-5	1.1	0.97	-4	-5	O=C(NC1CCCCCCC1)c1c(Cl)cccc1Cl	-4	-6	3
-7	0.94	1	-4	-4	OCCCCc1nccc2c1[nH]c1ccccc12	-1	6	0
-6	0.97	1.1	23	-10	S=C1NC(C23CC4CC(CC(C4)C2)C3)=CC(c2ccc3c(c2)OCO3)N1 (stereo not given)	1	3	-8
-3	1.1	1	5	2	Cc1ccc(NC(=O)N2CCCC(C(=O)O)C2)cc1 (stereo not given)	-9	-14	-4
-1	0.97	0.97	23	1	COc1cccc(C(=O)Nc2ccc3c(c2)C(=O)NC3=O)c1	-3	3	3
-1	0.99	0.97	2	-2	CN(C)S(=O)(=O)c1ccc(C(=O)NNC(=O)c2ccccc2-n2cccc2)cc1	1	1	3
-2	1.1	1	-19	-5	CCOc1nc2c(c(-c3cccs3)c1C#N)Cc1ccccc1-2	3	-12	-4
-7	1.3	1	-7	0	CCC(=O)c1ccc(OCC(=O)NC2CCCC2)cc1	-3	-26	-2
12	0.82	0.92	-3	-2	CC(=O)c1ccc(-n2c(C)ccc2-c2ccccc2)cc1	13	18	8
-5	1.2	0.97	-9	-4	CCSc1ncc(Cl)c(C(=O)Nc2ccc(S(=O)(=O)Nc3ncccn3)cc2)n1	6	-21	3
10	0.97	1	-11	-2	COC(=O)c1ccccc1OCC(=O)NC1CCCCC1	6	3	0
-9	0.91	1.1	-4	-1	O=C(c1ccccc1)N1CCN(C(=O)c2cccnc2)CC1	4	9	-5
-4	1	0.9	-12	0	O=C(c1cccnc1)C1Cc2ccccc2C1=O (stereo not given)	2	-4	10
1	1	1	16	7	C=CC[C@H](CC(=O)N(CCO)Cc1ccccc1)C(=O)NC[C@H](OC(=O)[C@@H](CC=C)CC(=O)OC(C)(C)C)c1ccccc1	18	-1	-4
-4	0.92	1.1	-4	-4	O=C(COC(=O)c1c[nH]c2ccccc12)NC1CCCC1	-3	8	-10
16	0.93	0.89	-20	-5	CCOC(=O)C1=C(c2ccccc2)NC(SCC(=O)NC2CCCCC2)=C(C#N)C1c1ccco1 (stereo not given)	8	7	11
-7	0.89	0.99	13	0	Cc1ccc(S(=O)(=O)N(C)CC(=O)N2CCCCCCC2)cc1	-6	11	1

7 entries from above, with values under each structure.
Values in the order: HKDC1 inh, hIAP act, mIAP activ, PfGluPho inh, A3A deaminase, ATG4B inh, hIAP block, mIAP inh
CCOc1cc(/C=C2/C(=N)N3OC(C)=CC3=NC2=O)ccc1OC(=O)c1ccco1
→ 3, 1.1, 1, 14, 1, -3, -8, 0
CC(C)c1ccc(NC(=O)CSc2n[nH]c(=O)n2Cc2ccco2)cc1
→ 3, 1, 0.95, 13, 0, -10, -2, 5
C#CCOCCOCCOCCNc1nc(N2CCN(C(=O)[C@H](CC(N)=O)n3cc([C@@H](N)C(C)C)nn3)CC2)nc(N2CCN(C(=O)[C@H](CC(N)=O)n3cc([C@@H](N)C(C)C)nn3)CC2)n1
→ 0, 0.87, 0.91, -1, -2, -9, 13, 9
S=C1NC(C23CC4CC(CC(C4)C2)C3)=CC(c2ccc3c(c2)OCO3)N1 (stereo not given)
→ -6, 0.97, 1.1, 23, -10, 1, 3, -8
O=C(Nc1ccccc1)c1ccc(NCCN2C(=O)CCC2=O)c([N+](=O)[O-])c1
→ -10, 0.81, 0.94, -8, -2, -7, 19, 6
CCOC(=O)c1cc(S(=O)(=O)NCc2ccc3c(c2)OCO3)cn1C
→ -7, 0.92, 0.99, -3, 3, 17, 8, 1
COC(=O)c1ccccc1OCC(=O)NC1CCCCC1
→ 10, 0.97, 1, -11, -2, 6, 3, 0

Three entries from above, as tab-separated lines:
molecule	HKDC1 inh	hIAP act	mIAP activ	PfGluPho inh	A3A deaminase	ATG4B inh	hIAP block	mIAP inh
Cc1cccc2c(N=NC(=O)c3ccc(NS(=O)(=O)c4cccs4)cc3)c(O)[nH]c12	36*	0.94	0.87	59	-1	-4	6	13
COC(=O)CNC(=O)C1CCC(CNS(=O)(=O)c2cccc3nsnc23)CC1 (stereo not given)	3	1	0.91	-4	-3	0	-2	9
CCN(CC)S(=O)(=O)c1cc(C(=O)O)ccc1Cl	0	0.78	0.94	-36	4	-4	22	6

Not a hit list; any-hit rate near 2.4%.
